# APOBEC3G inh – APOBEC3G (human) deaminase inhibition | 0.28% of 330,000 active | Q9HC16 | inhibition, % at 20 µM | AID 493012 | recombinant A3G, ssDNA deamination FAM/TAMRA fluorescence;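 active = inhibition of at least 40% at 20 µM, with no more than 30% in the related APOBEC3A deaminase screen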;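 note: plate controls were DMSO wells with A3G for no effect and wells lacking A3G enzyme for full effect; some compounds called inactive have numbers as strong as hits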
# Target sequence (Q9HC16 whole entry, looked up): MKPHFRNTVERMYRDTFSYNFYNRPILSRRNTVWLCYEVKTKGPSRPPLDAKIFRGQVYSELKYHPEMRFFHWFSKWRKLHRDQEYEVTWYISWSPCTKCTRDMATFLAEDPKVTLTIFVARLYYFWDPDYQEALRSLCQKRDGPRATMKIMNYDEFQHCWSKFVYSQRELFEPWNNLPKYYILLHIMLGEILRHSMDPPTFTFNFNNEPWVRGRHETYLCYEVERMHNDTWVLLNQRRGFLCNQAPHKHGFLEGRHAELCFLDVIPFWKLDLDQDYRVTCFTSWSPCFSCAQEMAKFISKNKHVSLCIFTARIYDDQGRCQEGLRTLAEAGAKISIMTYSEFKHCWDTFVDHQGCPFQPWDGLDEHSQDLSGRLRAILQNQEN
# NALP3 yeast inh – inhibitors of NALP3 inflammasome in yeast; Yeast reconstituted NLRP3/ASC/caspase-1, beta-gal luminescence, 24 h; inhibition, % at 10 µM; 0.39% of 330,000 active;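 active = inhibition of 50% or more; inactive = inhibition below 50%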;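 note: plate controls were induced DMSO wells for no effect and uninduced yeast grown without galactose for full effect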
# tim10-1 inh – tim10-1 yeast growth inhibition | S. cerevisiae tim10-1 ts strain growth, BacTiter-Glo, 24 h | inhibition, % at 20 µM | 2.2% of 330,000 active;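 active = inhibition of at least 40%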;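 note: mutant grown at 25 °C; 0% = DMSO wells with yeast and 100% = wells holding no yeast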
# mIAP activ – increases mouse intestinal alkaline phosphatase activity. activation factor at 10 µM. AID 2805. muIAP, CDP-Star luminescence, 30 min; active compounds read high; 1 = vehicle-only enzyme signal, 0 = enzyme-free wells. 0.24% of 330,000 active;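 active = activation factor of at least 2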; note: the source names both 10 and 20 µM as test concentration; values of inactives mirror those of a sister screen read the other way
#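 Assay system: mouse IAP enzyme / Compound: DMSO-dissolved test compounds / Timing: 30 min, room temperature / Measured by: luminescence from enzymatic CDP-Star hydrolysis / Control set: DMSO-only wells, enzyme-free buffer wells as negative control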
# mIAP block – mouse IAP inhibition; purified mouse IAP, CDP-Star luminescence, 30 min; 0.2% of 330,000 active; inhibition, % at 10 µM;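 active = inhibition of at least 40% at 10 µM in the primary screen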;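 note: plate controls were DMSO with enzyme for no effect and no enzyme wells for full effect; values of inactives mirror those of a sister screen read the other way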
# hIAP inh – blocks human intestinal alkaline phosphatase; AID 2544; P09923; inhibition, % at 10 µM; purified IAP, CDP-Star luminescence, 30 min; 0.12% of 330,000 active;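 active = inhibition reaching a set limit with compound at 10 µM in the primary screen, cut at about 35% in these data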;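 note: plate controls were DMSO wells with enzyme for no effect and no-enzyme buffer wells for full effect; values of inactives mirror those of a sister screen read the other way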
# Target sequence (P09923 whole entry, looked up): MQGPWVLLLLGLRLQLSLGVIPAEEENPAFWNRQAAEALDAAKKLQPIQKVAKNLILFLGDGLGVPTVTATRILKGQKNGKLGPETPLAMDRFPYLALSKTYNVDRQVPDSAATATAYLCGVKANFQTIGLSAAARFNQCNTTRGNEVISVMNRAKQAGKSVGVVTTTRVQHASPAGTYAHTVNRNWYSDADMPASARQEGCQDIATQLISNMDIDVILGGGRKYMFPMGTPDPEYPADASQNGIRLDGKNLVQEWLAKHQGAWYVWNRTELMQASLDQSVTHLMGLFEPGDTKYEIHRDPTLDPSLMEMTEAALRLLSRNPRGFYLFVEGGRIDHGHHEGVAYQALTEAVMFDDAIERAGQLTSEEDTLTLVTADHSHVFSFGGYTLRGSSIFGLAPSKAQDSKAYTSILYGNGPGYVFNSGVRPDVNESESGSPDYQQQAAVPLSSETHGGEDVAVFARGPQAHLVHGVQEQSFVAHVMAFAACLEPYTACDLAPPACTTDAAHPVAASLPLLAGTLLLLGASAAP
# APOBEC3A inh – blocks human APOBEC3A ssDNA deamination; P31941; recombinant A3A, FAM/TAMRA ssDNA deamination fluorescence; inhibition, % at 20 µM; 0.41% of 330,000 active;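 active = at least 40% inhibition at 20 µM here, with at most 30% in a related deaminase screen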;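 note: plate controls were A3A with DMSO for no effect and wells lacking A3A enzyme for full effect; some results filed as inactive read as strong as hits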
# Target sequence (P31941 whole entry, looked up): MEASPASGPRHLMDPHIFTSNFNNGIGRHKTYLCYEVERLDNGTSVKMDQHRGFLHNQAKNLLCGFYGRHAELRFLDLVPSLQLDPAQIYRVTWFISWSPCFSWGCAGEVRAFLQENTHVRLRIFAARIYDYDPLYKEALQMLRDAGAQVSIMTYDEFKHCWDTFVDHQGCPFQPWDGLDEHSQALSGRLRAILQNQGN
# TIM10 inh – growth inhibitors of TIM10 yeast strain; S. cerevisiae TIM10 strain growth, BacTiter-Glo luminescence, 24 h; inhibition, % at 10 µM; 1.4% of 330,000 active; AID 463195;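 active = inhibition of 40% or more at the single tested concentration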;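 note: wild-type TIM10 isogenic control strain grown at permissive 25 °C; 0% = DMSO yeast wells and 100% = minimal medium wells without yeast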
# beta cell repl – induces beta-cell replication in MIN6 cells. MIN6 cells proliferation, ATPlite luminescence, 48 h; cells starved in 0.2% serum; 100% = growth in 10% serum. 0.29% of 330,000 active. AID 2380. proliferation, % at 10 µM;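 active = compounds whose signal lies at least 3.5 SD above the mean of all wells on their plate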;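 note: 0% = DMSO-treated cells in low-serum medium and 100% = 10% serum control; some compounds called inactive have numbers as strong as hits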
# Active calls of the source: *; & = joins results of further samples.
SMILES,APOBEC3G inh,NALP3 yeast inh,tim10-1 inh,mIAP activ,mIAP block,hIAP inh,APOBEC3A inh,TIM10 inh,beta cell repl
O=C(Nc1ccccc1-c1nc2ccccc2s1)c1cccnc1Cl,-1,23,31,0.93,7,-24,1,16,-4
O=C(COc1ccc([N+](=O)[O-])cc1)Nc1ccccc1N1CCCC1,-4,4,25,0.99,0,-2,-2,13,-2
O=C(COc1cccc2ccccc12)N/N=C/c1ccncc1,-3,21,25,0.94,6,-2,-2,13,1
CC1(C)OC(C)(C)/C(=C\c2ccc(OCC(N)=O)cc2)C1=O,-3,19,25,0.94,6,10,-4,14,-5
CN1C(=O)N(c2ccccc2)C(Nc2nncs2)C1(C)C (stereo not drawn),-10,15,11,1.1,-5,-15,-6,-1,-1
COc1cc(C2NC(=O)c3ccccc3O2)ccc1OC(C)C (stereo not drawn),-9,20,24,1.1,-6,-6,-7,12,0
O=C(c1ccc(Br)cc1)c1cc(-c2ccccn2)c(N2CCOCC2)s1,-9,21,28,0.94,6,4,-1,32,-3
O=[N+]([O-])c1ccc(N/N=C/c2ccc(O)c(O)c2O)c(S(=O)(=O)N2CCOCC2)c1,6,27,5,0.69,31,4,17,11,-5
Cc1ccc(C(=O)OC(C)C(=O)c2cc(C)c(C)cc2C)o1 (stereo not drawn),-3,21,5,1,0,-21,2,-17,2
Cc1nc(-c2ccccc2)cc(N2CCCC2)n1,-3,10,-1,1,-3,17,1,-14,0
CC(=O)Nc1ccc(OCc2cccc3ccccc23)cc1,14,32,30,1,0,-11,-2,12,-4
COc1ccc(N2CCN(C3CC(=O)N(Cc4ccccc4)C3=O)CC2)cc1 (stereo not drawn),-4,5,13,0.96,4,-1,-2,5,0
CNC(=O)c1nn(-c2ccc(Cl)cc2)ccc1=O,2,18,5,0.98,2,-13,4,6,-3
COc1cc2c(cc1OC)C(c1cc(Br)c(OC)c(OC)c1)CC(=O)N2 (stereo not drawn),-7,11,1,1.1,-7,-36,-4,3,-1
CCn1c(COc2ccccc2OC)nc2ccccc21,-2,36,20,0.94,6,-25,1,10,-1
CCN(CC)C(=O)C1CCCN(C(=O)c2cc(COc3cccc(OC)c3)on2)C1 (stereo not drawn),13,12,25,0.99,1,10,-1,17,0
CCOC(=O)c1cnc(-n2nc(C)cc2C)nc1N(CC)CC,-3,14,33,1,-3,-3,-2,32,0
COc1ccc(-n2cc(C(=O)c3ccc4ccccc4c3O)cn2)cc1,-1,15,-7,0.97,3,10,2,-14,-4
Cn1c(=O)c2c(ncn2CC(COCc2ccccc2Cl)OCc2ccccc2Cl)n(C)c1=O (stereo not drawn),-6,4,20,1,-2,-8,-2,26,-2
CCOc1ccccc1NC(=O)COC(=O)Cc1ccsc1,-8,13,20,1,-3,11,-1,8,1
COc1ccc(NC(=O)c2ccco2)c(NC(=O)Cc2cccs2)c1,-2,17,11,0.97,3,-2,0,10,-5
COc1ccccc1C(=O)N/C(=C\c1cn(C)c2ccccc12)C(=O)N1CCCC1,-7,-5,25,0.95,4,-2,-6,4,6
O=C1CCc2cc(S(=O)(=O)Nc3ccccc3)cc3c2N1CC3,-2,-5,-16,0.97,3,-12,0,1,3
CC(C)(C)OC(=O)N1CCC[C@H]1C(=O)Nc1ccc(S(=O)(=O)C(F)F)cc1,-6,12,12,1,-4,1,-2,17,-3
c1ccc(C(c2ccccc2)c2noc(CN3CCC(c4ccncc4)CC3)n2)cc1,-1,-16,8,0.88,12,-4,0,4,0
O=C(Nc1ccc(Cc2ccncc2)cc1)c1ccc(S(=O)(=O)N2CCCC2)cc1,-5,-3,9,0.86,14,12,-1,11,3
CCOc1ccc(/C(O)=C2/C(=O)C(=O)N(CC3CCCO3)C2c2cccs2)cc1 (stereo not drawn),15,3,6,1,-4,7,2,-11,0
Cc1cc(=O)[nH]c(/N=C(\N)Nc2ccc(SC(F)F)cc2)n1,-14,0,10,0.96,4,-29,0,8,3
COc1ccc(CCNC(=O)CCCOc2cccc(C)c2C)cc1OC,-1,11,1,1.1,-8,-8,3,-23,-2
CCC(CC)C(=O)NCCc1cc2ccc(C)cc2[nH]c1=O,10,16,5,0.86,14,-8,4,5,2
CCC(=O)OCC(=O)c1cc(C)n(-c2ccc(Br)cc2)c1C,-11,8,22,1,-4,-4,2,5,0
CCOC(=O)c1[nH]c2ccc(C)cc2c1N,-6,8,28,0.99,1,0,-3,3,-1
COC(=O)c1ccc(COc2ccc(/C=N/Nc3nc(C)cc(=O)[nH]3)cc2)cc1,-5,4,4,1.1,-8,-50,2,6,3
Cc1ccc(C)c(NC(=O)CSc2nnc(-c3ccccc3)o2)c1,-9,16,18,1,-2,-14,-2,-2,-5
Cc1cc(C)c2sc(N(CCCN(C)C)C(=O)c3ccc(Br)s3)nc2c1,-4,32,2,0.93,7,15,-1,25,-6
O=C(NCCN1CCOCC1)c1cc(Sc2cccc(Cl)c2)nc2ccccc12,0,5,19,0.9,10,7,1,20,-1
CCCCS(=O)(=O)c1sc2nc3c(cc2c1N)CCCC3,-3,10,14,0.98,2,15,0,29,0
Cc1c(C(=O)OCC(=O)c2c(N)n(CC(C)C)c(=O)n(C)c2=O)oc2ccccc12,1,7,35,1,-4,4,0,29,-5
CCOC(=O)c1cc(C(C)(C)C)oc1CNC(=O)c1c(C)oc2c1CCCC2,-3,-2,44*,1,-2,6,-4,28,-4
CC(=O)Nc1ccc(S(=O)(=O)NCc2nc(-c3ccccc3Cl)no2)cc1,-12,9,4,1,-1,12,-3,-13,-1
Cc1ccc2[nH]cc(CCNC(=O)c3ccco3)c2c1,-3,6,16,1.1,-6,0,-6,-15,0
Cc1ccc(C(=S)NCS(=O)(=O)c2ccc(C)cc2)cc1,-1,16,40,0.95,5,15,0,13,-1
Cc1ccc2nc3c(cc(C(=O)NCC4CCCO4)c(=N)n3CCCOC(C)C)c(=O)n2c1 (stereo not drawn),2,6,-8,1.1,-10,-14,3,5,0
COc1cc(/C=C2/SC(=O)NC2=O)ccc1Oc1ccc([N+](=O)[O-])cc1[N+](=O)[O-],-4,7,-1,0.91,9,8,-2,6,-4
N#Cc1ccc(/C=C/C(=O)c2cccnc2)cc1,1,14,17,1.1,-5,-7,-1,19,-6
CCC(CC)c1nnc(NC(=O)C2=NNC(=O)CC2)s1,-1,19,-7,0.91,9,-10,1,-10,1
CC(=O)Nc1ccc(OS(=O)(=O)c2ccc([N+](=O)[O-])cc2)cc1,-22,23,11,0.97,2,2,-1,14,-5
CN(C)CCOC(=O)C1(c2ccccc2)CCOCC1,-3&-4,-2&3,-46&1,1.1&1,-6&-1,-2&3,-1&-5,-2&15,-2&-5
CC(O)CNc1cc(N)c([N+](=O)[O-])cc1[N+](=O)[O-] (stereo not drawn),-5,4,20,0.96,4,-2,0,-22,0.0*
CCOCCCn1c(SCC(=O)NC2CCCC2)nc2ccccc2c1=O,-5,5,25,1.1,-10,-36,-2,12,-1

# Next compounds
SMILES,APOBEC3G inh,NALP3 yeast inh,tim10-1 inh,mIAP activ,mIAP block,hIAP inh,APOBEC3A inh,TIM10 inh,beta cell repl
CSc1ccccc1NC(=O)CN1CCN(S(=O)(=O)c2ccccc2[N+](=O)[O-])CC1,-3,14,7,1,-2,-9,0,-5,2
Cc1c(O)ccc2c(CC(=O)N[C@@H](Cc3ccccc3)C(=O)O)cc(=O)oc12,-4,7,2,0.9,10,-9,-2,-5,-3
COc1cccc(-c2c(C(=O)N/N=C/c3sccc3C)nnn2-c2nonc2N)c1,-6,22,26,0.87,13,-22,-8,6,8
Cc1ccc(NC(=O)/C(=C/c2ccc([N+](=O)[O-])cc2)NC(=O)c2ccccc2)cc1,-4,-7,16,0.96,4,0,3,-7,-2
COC(C(=O)NCc1ccccc1C)c1ccccc1 (stereo not drawn),-6,13,-2,0.99,1,8,0,2,-1
CCCCCn1c(=O)[nH]c2cc(C(=O)NCCCN(C)Cc3ccccc3)ccc2c1=O,-2,3,12,1,-1,13,-2,18,-6
Cc1cc(C)c2c(CN3CCC(C)CC3)cc(=O)oc2c1,-8,15,17,0.97,3,16,-1,10,0
O=C(O)c1cnn(-c2ccccc2)c1-n1cccc1,-7,10,-7,1,-4,11,-3,-12,7
Cc1ccc(C2(C)NC(=O)N(CC(=O)Nc3ccc(Cl)c(S(=O)(=O)N4CCCCC4)c3)C2=O)cc1 (stereo not drawn),-14,18,-6,1,-1,-8,3,-6,-5
CCN(CC(O)c1cccc(O)c1)C(=O)C12CC3CC(CC(C3)C1)C2 (stereo not drawn),-6,0,25,1,0,-2,-3,21,-7

# Exported with tabs: part of the list above.
mol	APOBEC3G inh	NALP3 yeast inh	tim10-1 inh	mIAP activ	mIAP block	hIAP inh	APOBEC3A inh	TIM10 inh	beta cell repl
CCCCCn1c(=O)[nH]c2cc(C(=O)NCCCN(C)Cc3ccccc3)ccc2c1=O	-2	3	12	1	-1	13	-2	18	-6
Cc1ccc(NC(=O)/C(=C/c2ccc([N+](=O)[O-])cc2)NC(=O)c2ccccc2)cc1	-4	-7	16	0.96	4	0	3	-7	-2
Cc1ccc(C2(C)NC(=O)N(CC(=O)Nc3ccc(Cl)c(S(=O)(=O)N4CCCCC4)c3)C2=O)cc1 (stereo not drawn)	-14	18	-6	1	-1	-8	3	-6	-5

# Next compounds
SMILES,APOBEC3G inh,NALP3 yeast inh,tim10-1 inh,mIAP activ,mIAP block,hIAP inh,APOBEC3A inh,TIM10 inh,beta cell repl
COCCCNC(=O)C1CCC(CNS(=O)(=O)c2ccc(OC)cc2)CC1 (stereo not drawn),-2,-1,2,1,-2,4,3,-26,-4
CCOc1ccc(OCCC(=O)Nc2ccc3c(c2)OCO3)cc1,1,27,-1,1.1,-11,13,3,4,-2
CCCn1nnnc1NC(=O)c1cc(Cl)ccc1Cl,-1,-9,-8,0.98,2,4,2,8,-2
CC(C)(C)C1=NN=C2c3ccccc3C(=O)C21 (stereo not drawn),-5,19,10,1,-1,6,-3,-16,-3
O=C(CN1C(=O)C2C3C=CC(C4CC34)C2C1=O)Nc1cnc2ccccc2c1 (stereo not drawn),-3,27,20,0.99,1,6,-2,18,0
CS(=O)(=O)N1CCC(C(=O)Nc2cccc(Cl)c2Cl)CC1,-3,17,-5,0.95,5,-1,-2,-14,-1
CC1CCc2c(sc3ncn(CCO)c(=O)c23)C1 (stereo not drawn),-6,14,6,1,0,8,-2,4,2
Cn1nc(C(F)(F)F)c(-c2ccc(Br)cc2)c1NC(=O)c1nccnc1C(=O)O,5,13,11,0.98,2,3,1,-15,0
CN(C)S(=O)(=O)c1ccc2c(c1)nc(CCC(=O)NCc1ccc(Cl)cc1)n2C,2,-1,20,1,-3,-7,3,-4,-1
O=C(O)/C=C\C(=O)Nc1ccc(F)c(F)c1F,1,3,-24,0.97,3,-4,2,-10,-2
Cn1c2ccccc2c(=O)c2ccc(C#CC3(N)CCCCC3)cc21,-7,10,45*,1.1,-11,0,-1,27,-8
CC1(C(=O)NCc2ccccc2)Oc2ccccc2NC1=O (stereo not drawn),-4,0,13,0.99,1,4,-1,-9,-1
Cn1c(CO)cnc1SCc1c(Cl)cccc1Cl,-4,12,12,1.1,-6,0,-3,-4,-1
COc1ccc(Nc2nnc(SCC(=O)/C=C3/N(C)c4ccccc4C3(C)C)s2)cc1,13,16,14,0.93,7,17,0,16,-6
Cc1c(Cl)cccc1NC(=O)c1cc(-c2ccco2)on1,-2,44,-27,0.97,3,-18,2,2,2
Cc1ccc(CNc2nc(-c3cccnc3)nc3ccccc23)cc1,-4,16,31,1,-1,16,1,-5,0
Cc1ccc(C(CC(=O)O)C2CCOC(C)(C)C2)cc1 (stereo not drawn),-9,1,4,1,0,-4,-3,14,-2
NC(=O)C1CCN(C(=O)COc2cccc3ccccc23)CC1,-8,12,14,1,-2,12,-4,13,-1
